Assay outcomes from PubChem.
TIM10 inh: inhibits growth of TIM10 yeast strain; AID 463195; S. cerevisiae TIM10 strain growth, BacTiter-Glo luminescence, 24 h; inhibition, % at 10 µM; hit rate 1.4% among 330,000;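 active = inhibition of 40% or more at the single tested concentration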;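 also: wild-type TIM10 isogenic control strain grown at permissive 25 °C; 0% = DMSO yeast wells and 100% = minimal medium wells without yeast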
CHOP UPR activ: apoptotic UPR (CHOP) activation. hit rate 0.34% among 330,000. activation, % at 10 µM. CHO-CHOP luciferase reporter, luminescence; percent of tunicamycin response over DMSO baseline. AID 449763;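 active = at 10 µM dose, activation of 40% or more, normalized to positive control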;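 also: 100% = tunicamycin at 10 µg/mL and 0% = DMSO alone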
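Material: CHO-CHOP cells, stable luciferase reporter of PERK-eIF2a-CHOP signalling; quantity: 500 reporter cells seeded per well; buffer or medium: F12 medium containing 10% fetal bovine serum; compound: one dose, 10 µM in 0.5% DMSO; incubation: 6 h compound treatment, 37 °C; measured by: Steady-Glo luciferase luminescence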
UPR XBP1 act: adaptive UPR (XBP1) activation; CHO-XBP1 luciferase reporter, IRE1-XBP1 UPR activation, luminescence; percent of tunicamycin response, DMSO as zero; activation, % at 20 µM; hit rate 0.33% among 330,000;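 active = versus positive control, 20 µM dose yields 30% or more activation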;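 also: 100% = tunicamycin at 10 µg/mL and 0% = DMSO only wells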
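Signal: luciferase luminescence; Assay system: CHO-XBP1 luciferase reporter cells; Amount: one thousand reporter cells per well; Dosing: 20 µM single concentration, DMSO 1%; Benchmarks: high control tunicamycin 10 µg/mL final, low control DMSO vehicle only; Schedule: 6 h compound exposure at 37 °C, 5% CO2; Evaluation: percent activation relative to tunicamycin reference.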
APJ agonist: agonists of human APJ apelin receptor; P35414; CHO-K1 APJ PathHunter beta-arrestin, luminescence; 0% DMSO wells, 100% apelin; activation, % at 20 µM; hit rate 0.11% among 330,000; AID 2520;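 active = activation more than six SD over the plate average, tested at 20 µM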;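 also: 0% = DMSO alone and 100% = apelin-13 at 10 nM; some results filed as inactive read as strong as hits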
Target sequence (P35414 whole entry, looked up): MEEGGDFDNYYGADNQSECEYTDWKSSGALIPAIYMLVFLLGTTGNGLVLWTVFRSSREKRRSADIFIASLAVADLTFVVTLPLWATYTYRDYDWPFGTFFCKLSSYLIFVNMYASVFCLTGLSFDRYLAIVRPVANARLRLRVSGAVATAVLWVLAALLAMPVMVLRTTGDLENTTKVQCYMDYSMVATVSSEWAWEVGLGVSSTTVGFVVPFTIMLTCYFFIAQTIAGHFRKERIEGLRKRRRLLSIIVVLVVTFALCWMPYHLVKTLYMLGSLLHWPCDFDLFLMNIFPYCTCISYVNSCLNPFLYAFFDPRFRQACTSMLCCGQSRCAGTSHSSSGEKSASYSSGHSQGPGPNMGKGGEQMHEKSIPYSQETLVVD
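Assay system: CHO-K1 APJ beta-arrestin complementation cell line / Compound: single test compound dose, 20 µM final, 1% DMSO / Times: overnight seeding, 90 min compound at 25 °C, 1 h detection / Technique: beta-gal luminescence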
CXCR6 inh: blocks human CXCR6 beta-arrestin recruitment. CHO-K1 PathHunter CXCR6 beta-arrestin, luminescence. inhibition, % at 20 µM. AID 602244. O00574. hit rate 0.36% among 360,000; in the data active = inhibition above about 34%, passing the limit was not always enough;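 also: antagonist mode with CXCL16 agonist at 10 nM final; 0% = 10 nM CXCL16 with DMSO and 100% = unstimulated wells without agonist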
Target sequence (O00574 whole entry, looked up): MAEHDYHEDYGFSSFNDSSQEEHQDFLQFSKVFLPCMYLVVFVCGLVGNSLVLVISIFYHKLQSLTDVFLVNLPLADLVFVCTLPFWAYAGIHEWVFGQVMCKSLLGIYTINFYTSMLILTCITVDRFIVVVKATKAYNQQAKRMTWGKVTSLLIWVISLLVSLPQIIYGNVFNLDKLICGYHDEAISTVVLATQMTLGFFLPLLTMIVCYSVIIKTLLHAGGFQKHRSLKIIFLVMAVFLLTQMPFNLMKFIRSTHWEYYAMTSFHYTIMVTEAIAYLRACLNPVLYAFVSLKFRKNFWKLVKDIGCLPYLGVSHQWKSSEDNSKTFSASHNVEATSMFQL
tim23-1 inh: growth inhibitors of tim23-1 mutant yeast | S. cerevisiae tim23-1 growth, BacTiter-Glo luminescence, 24 h | inhibition, % at 20 µM | hit rate 1.3% among 330,000 | AID 463212;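 active = growth inhibition of the mutant yeast at or above 50%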;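 also: temperature-sensitive mutant grown at 25 °C; plate controls were DMSO-treated mutant yeast for no effect and medium wells lacking yeast for full effect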
Mdm2-MdmX inh: human Mdm2/MdmX binding inhibition | inhibition, % at 8 µM | hit rate 3% among 330,000 | SaOS-2 split-luciferase Mdm2/MdmX complementation, luminescence | AID 485346;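 active = inhibition of at least 50% at 8 µM in the primary screen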
APJ antagonist: APJ receptor antagonism; P35414; hit rate 0.32% among 330,000; AID 2521; CHO-K1 APJ beta-arrestin complementation, luminescence; inhibition, % at 20 µM;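 active = inhibition above about 40% at 20 µM, limit read from the data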;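 also: cells challenged with 10 nM apelin-13 agonist together with compound; plate controls were apelin-13 plus DMSO wells for no effect and DMSO wells lacking apelin-13 for full effect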
tim10-1 inh: inhibits growth of tim10-1 mutant yeast; S. cerevisiae tim10-1 ts strain growth, BacTiter-Glo, 24 h; inhibition, % at 20 µM; hit rate 2.2% among 330,000;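 active = inhibition of at least 40%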;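 also: mutant grown at 25 °C; 0% = DMSO wells with yeast and 100% = wells holding no yeast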
Active calls of the source: *. Only part of the results is shown, so the mix of outcomes need not match the whole.

SMILES | TIM10 inh | CHOP UPR activ | UPR XBP1 act | APJ agonist | CXCR6 inh | tim23-1 inh | Mdm2-MdmX inh | APJ antagonist | tim10-1 inh
COc1ccc(-c2c3c(cc(C)[n+]2[O-])oc2ccc(OC)cc23)cc1 | 28 | -3.0 | -1 | -1 | -11 | 27 | 0 | 1 | 15
CC1CCN(CCCCOc2ccccc2[N+](=O)[O-])CC1 | -11 | -0.2 | -2 | -3 | 6 | -18 | 13 | 6 | -1
O=C(NCc1ccco1)/C(=C\c1ccc(F)cc1)NC(=O)c1ccco1 | 9 | 0.1 | 6 | -2 | 6 | 0 | 5 | 13 | 3
CC(=O)Nc1ccc(C(=O)N/N=C/c2ccncc2)cc1 | -2 | -1.9 | 0 | 0 | -8 | 12 | 1 | 6 | 6
Cc1cccc(C(=O)NNC(=O)C(=O)NC(C)(C)C)c1 | -8 | 0.4 | -2 | 5 | 1 | 9 | 26 | 0 | 26
COc1ccccc1C1C(C(N)=O)=C(C)Nc2nc(-c3ccc(Cl)cc3)nn21 (stereo not given) | 11 | 3.5 | 0 | -1 | 1 | -3 | 18 | -4 | 10
Cc1ccc(NC(=O)CN(C)C(=O)C2COc3ccccc3O2)cc1 (stereo not given) | 14 | 0.0 | -2 | -4 | -4 | 14 | 12 | -3 | 10
Cc1cc(C)c2c(C)c(C(=O)Nc3c(C)n(C)n(-c4ccccc4)c3=O)oc2c1 | -5 | 0.0 | 2 | -5 | -3 | 3 | -4 | 5 | -16
CC(=O)N/N=C/C1=CCC2CC1C2(C)C (stereo not given) | 10 | -0.8 | -3 | -3 | -2 | 5 | 6 | -7 | 7
CC(C)CC(=O)Nc1ccccc1-c1nnn(CC(=O)N2CCOCC2)n1 | -1 | -2.2 | -1 | -2 | -3 | -6 | 5 | 11 | -1
CC1Cc2ccccc2N1C(=O)CCNS(=O)(=O)c1cccc2nsnc12 (stereo not given) | -5 | -2.8 | -2 | -1 | -1 | 14 | 9 | -16 | 21
COC(=O)c1ccccc1NC(=O)c1cc2ncc(Br)cn2n1 | 4 | 4.2 | -1 | -5 | 7 | 6 | 14 | 0 | 7
Cc1nn(CC(=O)NCCCc2ccccc2)c(C)c1[N+](=O)[O-] | -41 | 1.1 | -2 | -2 | -4 | -14 | 19 | 10 | -3
CC(C)c1ccc(C(C)NC(=S)NC2CCCCC2)cc1 (stereo not given) | 22 | 1.5 | -3 | 11 | -3 | 31 | 8 | 16 | 27
CCCN(CCC)CCCNC(=O)CN1C(=O)CSc2ccc(S(=O)(=O)N3CCOCC3)cc21 | 4 | -0.2 | -1 | -2 | -1 | -3 | -3 | -3 | 17
Cc1ccc(S(=O)(=O)Nc2cc(C)c(O)c(Sc3n[nH]c(C)n3)c2)cc1 | 8 | 1.6 | -2 | 4 | -16 | 4 | -5 | -27 | -19
Cc1c(-n2c(O)c(C3=c4ccccc4=NC3=O)sc2=O)c(=O)n(-c2ccccc2)n1C | -1 | 1.0 | -1 | -2 | -5 | -13 | 0 | -37 | -7
CCOC(=O)C1CCCN(C(=O)/C=C/c2cc(OC)c(OC)c(OC)c2)C1 (stereo not given) | 8 | -1.0 | -1 | -5 | -3 | 11 | -6 | 2 | 9
O=C(NCc1ccco1)[C@@H]1CSC2c3ccccc3C(=O)N21 (stereo not given in full) | 8 | -1.5 | -4 | -7 | 4 | 16 | 5 | 21 | 6
CC1(CCc2ccccc2)NC(=O)N(CC(=O)Nc2ccccc2C#N)C1=O (stereo not given) | 7 | 0.0 | 2 | -4 | 3 | 1 | 4 | -4 | -5
Cc1cc(NC(=O)CSc2nc3c(c(-c4cccnc4)c2C#N)CCC3)no1 | 16 | -1.0 | 5 | -4 | -2 | 17 | 29 | 14 | 22
COc1ccc(C(=O)Nc2ccc(C(=O)c3ccccc3)cc2)cc1 | 5 | 4.9 | 0 | 4 | -12 | 9 | 34 | -6 | 6
COc1ccc(C2=CSC(/N=C/c3ccc(F)cc3)=NN2)cc1 | 5 | 0.5 | 4 | 0 | 0 | 8 | 0 | -18 | 16
CCCc1nnc(NC(=O)CCC(=O)N2CCN(Cc3ccc(F)cc3)CC2)s1 | 1 | -0.2 | -5 | -1 | -6 | 6 | 29 | -52 | 4
CC(C)c1ccc(CNC(=O)CSCC(=O)Nc2ccc3ccccc3c2)cc1 | 15 | 3.0 | -2 | -5 | -6 | 7 | 7 | -26 | 10
Fc1ccc(NC(=S)N2CCOCC2)c(F)c1 | 3 | 1.2 | -1 | -1 | 2 | 7 | 9 | 13 | -1
CN(CC(=O)Nc1c(Cl)cccc1Cl)C(=O)c1ccccc1SCC(=O)N1CCCC1 | -24 | -1.8 | -4 | 1 | -1 | -91 | 14 | 0 | -17
O=C(O)CC/C(=N/NC(=O)c1cn(-c2ccccc2)nc1-c1ccccc1)C(=O)O | 24 | -1.2 | 4 | -1 | 5 | 33 | -3 | -8 | 24
CN(C)c1ccc(/C=C(\NC(=O)c2ccccc2)C(=O)NCc2cccnc2)cc1 | 5 | 0.3 | -1 | 2 | 2 | -1 | 2 | 9 | -11
Cc1[nH]n(-c2ccccc2)c(=O)c1C=NCC1CCCO1 (stereo not given) | -6 | 2.1 | -2 | 0 | -1 | 2 | -13 | 9 | 6
CN(C)c1cccc(C(=O)NNC(=S)NC2CC3CCC2C3)c1 (stereo not given) | 36 | 3.3 | 2 | -4 | 1 | 30 | -45 | -1 | 34
CCCn1c(=O)[nH]c(=O)c2c(C(F)(F)F)cc(-c3ccc(C)cc3)nc21 | 4 | 3.0 | 19 | -5 | -1 | -6 | 30 | 2 | -6
CC1CCN(CCCNC(=O)c2ccc(CSCc3cccc(Cl)c3)o2)CC1 | 1 | -0.4 | -3 | -2 | 3 | 8 | 28 | 21 | 8
O=C(CC(=O)N/N=C/c1c(F)cccc1Cl)NCCc1ccccc1 | 5 | -0.4 | -3 | 3 | -1 | 8 | 0 | -7 | 0
CCOc1ccc(Oc2ccccc2NS(=O)(=O)c2ccc(CCC(=O)O)cc2)cc1 | 11 | -2.3 | -2 | -2 | 16 | -1 | 0 | 9 | 2
O=C(O)c1ccccc1C(=O)c1ccc2c(c1)CCC2 | -15 | 0.9 | 1 | -2 | 3 | 2 | 1 | -3 | 5
COc1ccccc1C(=O)NCCC(=O)Nc1ccc(S(=O)(=O)N2CC(C)CC(C)C2)cc1 (stereo not given) | 1 | 1.1 | -2 | 0 | 5 | -1 | -13 | 5 | -2
CCCN(Cc1nnc(-c2cccs2)o1)C(=O)CN1C(=O)NC2(CCCCC2)C1=O | -4 | -1.5 | 4 | -5 | -4 | -7 | -3 | 0 | -20
Clc1ccc2nc(-c3ccccc3)cn2c1 | 6 | -2.4 | -11 | -1 | -3 | 52* | -132 | -4 | -10
Cc1cccc(/C=N/Nc2nncc3ccccc23)c1 | 4 | -4.4 | -3 | -1 | -5 | 16 | -187 | -24 | 8
COCC(C)n1c(C)cc(C(=O)CSc2nnc(-c3ccco3)o2)c1C (stereo not given) | 0 | 3.2 | -1 | -4 | 5 | 14 | 18 | -5 | 10
O=C(N/N=C/c1ccc2c(c1)OCO2)C(=O)Nc1cccc(Cl)c1 | -5 | 4.4 | 0 | -5 | 3 | -15 | 10 | 7 | -17
COc1ccc(N2CCN(C(=O)CNC(=O)Cn3c(C)cc4ccccc4c3=O)CC2)cc1 | 11 | -0.7 | 1 | -2 | -5 | -1 | 35 | 14 | 14
CCOC(=O)c1cc(C)[nH]c(=S)c1C#N | 8 | 0.5 | -2 | 6 | 2 | 7 | -22 | -11 | 16
FC(F)(F)c1cc(-c2cccs2)nc2nc(N3CCOCC3)sc12 | -28 | 1.1 | 4 | -2 | 7 | 22 | 8 | 0 | -28
COc1cc(NC(=O)C2CC(=O)N(CCc3ccccc3)C2)cc(OC)c1 (stereo not given) | -1 | 0.9 | -2 | 5 | -10 | 12 | 24 | 8 | 2
O=C(NNc1nc(-c2ccccc2)c2cc(Br)ccc2n1)c1ccc(S(=O)(=O)N2CCOCC2)cc1 | 12 | 3.2 | 1 | -4 | 22 | 5 | 28 | 37 | 22
C=CCn1c(C)cc(C(=O)Cn2c(C(C)O)nc3ccccc32)c1C (stereo not given) | -32 | 1.5 | 4 | -2 | -5 | -12 | 8 | -16 | -26
CCOc1ccc(S(=O)(=O)Nc2ccc(S(=O)(=O)N3CCOCC3)cc2)cc1 | -12 | -0.7 | -3 | -6 | -7 | 0 | 11 | -4 | 3
O=C(NC1CCCCCCC1)c1c(O)c2ccccc2[nH]c1=O | -24 | 3.9 | 6 | -3 | -8 | -10 | -8 | -10 | -24

Brought forward from above: 2 entries; new compounds follow.
SMILES | TIM10 inh | CHOP UPR activ | UPR XBP1 act | APJ agonist | CXCR6 inh | tim23-1 inh | Mdm2-MdmX inh | APJ antagonist | tim10-1 inh
CCOc1ccc(S(=O)(=O)Nc2ccc(S(=O)(=O)N3CCOCC3)cc2)cc1 | -12 | -0.7 | -3 | -6 | -7 | 0 | 11 | -4 | 3
O=C(NC1CCCCCCC1)c1c(O)c2ccccc2[nH]c1=O | -24 | 3.9 | 6 | -3 | -8 | -10 | -8 | -10 | -24
NC(=O)c1ccsc1NC(=O)COC(=O)CCCOc1ccccc1 | 17 | 5.2 | -2 | 3 | 7 | 27 | -12 | -9 | 18
O=c1c2ccccc2nc2n1C(CSc1ccccc1)CS2 (stereo not given) | 1 | -0.2 | 5 | -4 | -2 | 3 | 8 | 0 | 7
COc1ccc2c(c1)cc(C(O)c1ccccn1)n2S(=O)(=O)c1ccccc1 (stereo not given) | 28 | 4.8 | 1 | 0 | 6 | 23 | -4 | 7 | 29
C/C=C/C(=O)OCC(=O)Nc1ccc(C)c(S(=O)(=O)N(C)C)c1 | -1 | -0.5 | 0 | -2 | 2 | 14 | 9 | 8 | -3

5 compounds picked at random from the list so far:
SMILES | TIM10 inh | CHOP UPR activ | UPR XBP1 act | APJ agonist | CXCR6 inh | tim23-1 inh | Mdm2-MdmX inh | APJ antagonist | tim10-1 inh
CC1(CCc2ccccc2)NC(=O)N(CC(=O)Nc2ccccc2C#N)C1=O (stereo not given) | 7 | 0.0 | 2 | -4 | 3 | 1 | 4 | -4 | -5
O=C(N/N=C/c1ccc2c(c1)OCO2)C(=O)Nc1cccc(Cl)c1 | -5 | 4.4 | 0 | -5 | 3 | -15 | 10 | 7 | -17
COc1ccccc1C1C(C(N)=O)=C(C)Nc2nc(-c3ccc(Cl)cc3)nn21 (stereo not given) | 11 | 3.5 | 0 | -1 | 1 | -3 | 18 | -4 | 10
CN(C)c1ccc(/C=C(\NC(=O)c2ccccc2)C(=O)NCc2cccnc2)cc1 | 5 | 0.3 | -1 | 2 | 2 | -1 | 2 | 9 | -11
CC(=O)Nc1ccc(C(=O)N/N=C/c2ccncc2)cc1 | -2 | -1.9 | 0 | 0 | -8 | 12 | 1 | 6 | 6
